Assay outcomes from PubChem.
ERK EGF block: qHTS Assay for Inhibitors of the ERK Signaling Pathway using a Homogeneous Screening Assay; Stimulation with EGF. HEK293-V1b, EGF-stimulated phospho-ERK AlphaScreen. Potency, µM (doses to about 11.5 µM), inactives show top-dose activity change, negative = inhibition, usual class: inhibitors. 130,000 tested, 0.41% active; active means well fitted inhibition curve with a large enough effect; inconclusive means small, poorly fitted or top-dose-only effect, or effect the other way;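 further: plate controls were stimulated vehicle wells for no effect and unstimulated vehicle basal for full effect; nearly all actives have a fitted effect of over 55% in size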
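After overnight plating in 1% FBS, HEK293-V1b cells received test compound for half an hour, then a 5 min pulse of EGF (25 nM); ERK phosphorylation in lysates was read by bead-based AlphaScreen.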
An asterisk follows results filed as active; ? = inconclusive; & = joins results of further samples; [ ] = remark or other dose. Potency means the concentration at half of the fitted maximal effect. Some of the compounds tested (hit frequency here may not be typical).

compound | ERK EGF block
COC(=O)c1cnn(-c2ccc(F)cc2F)c1/C=N/NC(N)=S | -11%[57.5 µM]
Cn1nc(C(C)(C)C)cc1C(=O)NNC(=O)c1cccc(Cl)c1 | -9%[57.5 µM]
CCOC(=O)N1CCN(C(=O)c2ccc(SC)cc2OC)CC1 | 2%
COc1cc(NC(=S)NCCc2ccc(S(N)(=O)=O)cc2)c(OC)cc1Cl | 4%
COc1ccc(-c2ccnc(SCC(=O)c3ccc(Br)cc3)n2)cc1 | 3%
Cc1ccc(-c2nn(-c3ccccn3)c(=O)c3ccccc23)cc1 | -1%
COC(=O)Cc1ccc(NC(=S)N2CCCCC2C)cc1 (stereo not drawn) | -7%
COCC(=O)Nc1cc(C(=O)OC)cc(C(=O)OC)c1 | 8%
CCN(CC)C(=O)CSc1nnc2nnc3cc(Cl)ccc3n12 | -9%[57.5 µM]
CN(C)c1ccc(-c2ccc([C@H]3[C@@H]4C=CCC[C@@]4(C)C(=O)N3Cc3ccccc3)c(F)c2)cc1 | ?
O=C(Cn1nnc2ccccc21)NNC(=S)NC1CCCCC1 | -7%
COc1ccc(Nc2nc(-c3cccc([N+](=O)[O-])c3)nc3ccccc23)cc1 | -6%
COc1ccc(CCC(=O)Nc2cc([N+](=O)[O-])ccc2OC)cc1 | -6%
CC(=O)c1c(C(C)=O)c(C)n(-c2cccc3cccnc23)c1C | -2%
CCNC(=O)CN1C(=O)NC(Cc2ccccc2)(Cc2ccccc2)C1=O | 2%
O=C(/C=C/c1ccc(S(=O)(=O)NCc2ccco2)cc1)NCc1cccc(Cl)c1 | 2%
Cc1cccc(Nc2ncccc2C(=O)O)c1C | 0%[57.5 µM]
Cc1c(C(=O)NN)sc(-c2ccccc2)c1C#N | -3%
N#C/C(=C(/O)COC(=O)COc1ccc(Cl)cc1)c1nc2ccccc2[nH]1 | -2%
O=C1NC2(CCC3(CC2)OCCO3)NN1c1ccccc1 | 0%

The last 3 compounds of the part above are carried over, then new ones follow.
compound | ERK EGF block
Cc1c(C(=O)NN)sc(-c2ccccc2)c1C#N | -3%
N#C/C(=C(/O)COC(=O)COc1ccc(Cl)cc1)c1nc2ccccc2[nH]1 | -2%
O=C1NC2(CCC3(CC2)OCCO3)NN1c1ccccc1 | 0%
C1=C(CCNc2ncnc3nc[nH]c23)CCCC1 | 5%
COC(=O)Cn1c2c(c3cc(C)ccc31)CCCC2NC(C)c1ccccc1 (stereo not drawn) | -14%[57.5 µM]
Clc1cccc(N2CCN(c3ncnc4nc[nH]c34)CC2)c1 | -11%[57.5 µM]
CCN1CCN(Cc2ccc(NC(=O)c3ccc(C)c(NC(=O)C(=O)c4c[nH]c5ccccc45)c3)cc2C(F)(F)F)CC1 | ?
COCCN(CCOC)C(=S)Nc1cc(S(=O)(=O)N(C)C)ccc1C | 5%
O=Cc1nc(-c2ccc(Cl)cc2)n2ccccc12 | -5%
COc1ccc2c(c1)O[C@@H](c1cccc(C(F)(F)F)c1)[C@H](OC(=O)Nc1cc(OC)c(OC)c(OC)c1)C2=O | -1%
COc1cc(OC)c(OC)cc1/C=N/Nc1ncnc2c1[nH]c1ccc(C)cc12 | -12%[57.5 µM]
CC(=O)NC1C(OCCOc2ccc(Cl)cc2Cl)OC(COC(C)=O)C(OC(C)=O)C1OC(C)=O (stereo not drawn) | -8%[57.5 µM]
O=C(O)C1CCCN(S(=O)(=O)c2ccc(Br)s2)C1 (stereo not drawn) | -3%
COc1ccc(S(=O)(=O)Nc2ccc(O)c(Sc3nc4ccccc4s3)c2)cc1 | -3%
O=C(/C=C/c1cccc([N+](=O)[O-])c1)Nc1cccc(NC(=O)c2ccco2)c1 | 5%
COc1ccc(NC(=S)N2CCN(C(=O)c3ccco3)CC2)c(OC)c1 | 1%
CC1=[N+](C)N(c2ccccc2)C(=O)C1N=C/C=C/c1ccccc1 (stereo not drawn) | -2%[57.5 µM]
O=C(NCc1ccccc1)C1=C[C@@H](C2CC2)C[C@@H](OCc2ccc(CO)cc2)O1 | 0%[57.5 µM]
O=C(Nc1ccc(Br)cn1)C1CCN(S(=O)(=O)c2cccs2)CC1 | -3%[57.5 µM]
CC(Nc1ccccc1)c1cc(Cl)ccc1O (stereo not drawn) | 2%
O=C(N/N=C/c1ccc([N+](=O)[O-])s1)c1ccccc1 | 0%
S=c1[nH]nc(-c2cccc(Cl)c2)n1CCN1CCCCC1 | 5%
CCOC(=O)N/N=C(\C)c1ccccc1OC(F)F | 14%

The last 3 compounds of the section above come first, to join the parts:
compound | ERK EGF block
O=C(N/N=C/c1ccc([N+](=O)[O-])s1)c1ccccc1 | 0%
S=c1[nH]nc(-c2cccc(Cl)c2)n1CCN1CCCCC1 | 5%
CCOC(=O)N/N=C(\C)c1ccccc1OC(F)F | 14%
C/C(=N\NC(=O)c1ccncc1)c1cc2ccccc2oc1=O | 7%
CC(=O)NC(NC(=S)Nc1ccccc1Br)C(Cl)(Cl)Cl (stereo not drawn) | -13%
Cc1ccccc1N1CCN(Cc2nc(Cc3ccccc3F)no2)CC1 | -1%[57.5 µM]
CN(CC(=O)Nc1cc([N+](=O)[O-])ccc1Cl)Cc1ccc(Br)cc1 | 6%
O=C(Nc1ccccc1F)C1CCCN(S(=O)(=O)c2ccccc2)C1 (stereo not drawn) | -4%
CCOC(=O)c1cc(NC(=O)c2ccccc2)c(=O)oc1C(F)(F)F | -1%
O=C(CNC(=O)c1cccc(F)c1)OCC(=O)N1CCN(C(=O)c2ccco2)CC1 | -20%[57.5 µM]
COc1ccc2c(c1)c(CC(=O)O)c(C)n2C(=O)c1ccccc1 | 5%
CCc1ccc(-c2csc(NC(=O)C3=NN(c4ccccc4)C(=O)CC3)n2)cc1 | -9%
Cc1cnc(NS(=O)(=O)c2ccc(Cl)cc2)c(Br)c1 | -9%[57.5 µM]
Cc1ccc(-n2[nH]c(C)c(C=Nc3ccc(S(=O)(=O)Nc4nc(C)cc(C)n4)cc3)c2=O)c(C)c1 | 8%
CCCOc1ccc(C(=O)C(CN2CCCC2)c2ccccc2)cc1 (stereo not drawn) | -10%
C/C(=N\NC(=S)Nc1cc(S(=O)(=O)N2CCOCC2)ccc1Cl)c1ccc(N2CCOCC2)cc1 | -4%[57.5 µM]
CC(=O)c1c(N2CCN(c3ccc(F)cc3)CC2)nc(=S)n(-c2ccccc2)c1C | 3%
CCc1ccc(C(=O)NNc2cc(Cl)ccc2Cl)cc1 | -5%[57.5 µM]
CCCN(CCC)C(=O)CSc1ncccc1C(=O)O | -3%
OC(COc1ccc(Cl)cc1)CN1CCN(c2cccc(Cl)c2)CC1 (stereo not drawn) | 2%[57.5 µM]
O=C(Nc1ccc2c(c1)OCO2)C1CC(=O)N(c2ccc3c(c2)OCCO3)C1 (stereo not drawn) | -5%
C[C@]1(C(=O)NCCCNc2ncc(C(F)(F)F)cc2Cl)C=C[C@@H](Cc2ccccc2)N1C(=O)c1ccccc1 | -3%&-2%
O=C(CSc1nc2c(sc3ccccc32)c(=O)n1CCCN1CCCC1)NCc1ccccc1 | 5%

The list continues.
structure,ERK EGF block
Cn1nnnc1SCc1nc2scc(-c3ccccc3)c2c(=O)[nH]1,-11%[57.5 µM]
Cc1cnc(CN2CCCC(C(=O)c3ccc4c5c(cccc35)CC4)C2)[nH]1 (stereo not drawn),-1%
O=C(O)CSc1nc(-c2ccc(Cl)cc2)nc2c1oc1ccccc12,-3%
Cc1onc(C(=O)N2C(C)CCCC2C)c1[N+](=O)[O-] (stereo not drawn),5%
Cc1ccc(S(=O)(=O)N/N=C/c2cccn2-c2ccc(Cl)cc2)cc1,2%[57.5 µM]
COCCNC(=S)N1CCN(Cc2cccc(OC)c2)CC1,2%
CC(=O)Nc1ccc(NC(=O)C2CC(=O)Nc3ncnn32)cc1 (stereo not drawn),-1%[57.5 µM]
Cc1ccc(S(=O)(=O)N2CCC(C)CC2)c([N+](=O)[O-])c1,4%
O=C1/C(=C/c2ccccc2)N=C(N2CCOCC2)N1c1cccc(Cl)c1,?
CCN1CCCC(Sc2nc3c([nH]2)c(=S)n(C)c(=O)n3C)C1 (stereo not drawn),-7%[57.5 µM]
COC(=O)c1ccc(COc2ccc3c(C)c(C)c(=O)oc3c2C)o1,7%[57.5 µM]
CCOC(=O)C1CCN(c2c(NC3CCCc4ccccc43)c(=O)c2=O)CC1 (stereo not drawn),-5%
COc1ccc(CCNC(=O)Nc2cccc([N+](=O)[O-])c2)cc1,-7%
CCOc1ncccc1C(=O)OCC(=O)Nc1cc(S(=O)(=O)N2CCOCC2)ccc1C,6%
CCOc1ccc(N(C(C)=O)c2nc(C)cc(C)c2C#N)cc1,2%
O=C(Cc1cccc2ccccc12)N/N=C/c1ccc2cccc(O)c2n1,5%[57.5 µM]
COc1ccc2[nH]c(C)c(CCNC(=S)Nc3cc(C)ccc3C)c2c1,6%
COc1ccc(NS(=O)(=O)c2cc(NC(=O)Cn3cnc4c3c(=O)n(C)c(=O)n4C)ccc2C)cc1,-8%
Cc1ccc(NC(=S)N(CCC(C)C)C(C)c2ccncc2)c(Cl)c1 (stereo not drawn),-12%[57.5 µM]
CCCC1(C(=O)OC)C=C2C(=C(C(C)C)C(=O)C2C)CN1 (stereo not drawn),3%
Cc1ccc(OCC(=O)c2c[nH]c3ccccc23)c([N+](=O)[O-])n1,4%
CCCN(CCC)CCCNC(=S)Nc1ccc2nc3n(c(=O)c2c1)CCCCC3,-6%
O=C(COC(=O)c1ccccc1-c1nc2ccccc2s1)NC1CCS(=O)(=O)C1 (stereo not drawn),8%
NC(N)=NS(=O)(=O)c1ccc(NC(=S)NC(=O)c2ccccc2)cc1,6%[57.5 µM]
CC(C)COc1ccc(Br)cc1CNC(C)(C)C,-7%[57.5 µM]
CCN(CC)CCN(C(=O)c1ccc(Br)s1)c1nc2cc3c(cc2s1)OCCO3,-11%
Cc1cc(C)c(C(=O)CSc2nnc(C)c(=O)[nH]2)cc1C,-3%
COc1cccc(CNC(=O)CCC2CCCN(c3cc(C)nc(N4CCCC4)n3)C2)c1 (stereo not drawn),-13%[57.5 µM]
COc1cc(/C=C/C(=O)O)cc(S(=O)(=O)NCCCC(=O)O)c1OC,1%
CC1(c2cccc([N+](=O)[O-])c2)CC(C)(C)N(C(=O)c2ccccc2)c2ccccc21 (stereo not drawn),-4%
CC1=C(C(=O)NC(C)C)C2(CCC(C)CC2)OC1=O (stereo not drawn),3%
C=CCSc1nc2ccsc2c(=O)n1-c1cccnc1,-10%
N#Cc1c(-c2ccccc2)nc(SCC(=O)Nc2nnc(C(F)(F)F)s2)[nH]c1=O,-13%
COc1ccc(C2N(c3ccc(Cl)cc3)N=C(C(C)=O)N(C)N2C(C)=O)cc1 (stereo not drawn),4%
CCOC(=O)c1c(C)[nH]c(C(=O)/C(C#N)=C/c2ccc(OC(F)F)c(OC)c2)c1C,-6%
O=C(c1ccc(CNc2c(N3CCCC3)c(=O)c2=O)cc1)N1CCN(C2CCCCC2)CC1,-2%
CCOC(=O)c1cc2cc(OC)ccc2nc1C,8%
CC(C)NC(=O)CCn1nc(-c2ccc(Cl)cc2)c2ccccc2c1=O,9%
Cn1c(CO)cnc1SCC(=O)c1ccc(Cl)cc1,6%
COc1ccc(NC(=O)C2CCCN(S(=O)(=O)c3c(C)[nH]c(=O)[nH]c3=O)C2)cc1OC (stereo not drawn),10%
CN(C)c1ccc(N=Nc2ccc(S(=O)(=O)O)cc2)c2ccccc12,?
O=c1c2c(nc3cc(-c4ccc(F)cc4)[nH]n13)CCC2,?
C=CCc1c(C)nc(-c2ccccc2)nc1N/N=C(\C)c1ccc(N)cc1,3%
O=C(Nc1ccc2nc3n(c(=O)c2c1)CCCC3)c1cc([N+](=O)[O-])ccc1F,1%
O=C(Nc1cccc(Cl)c1)Nc1cccc(Cl)c1,0%
O=C(Nc1ccc(Oc2cccc(C(F)(F)F)c2)nc1)c1cccs1,?
CN(CC(=O)NCCc1ccccc1)S(=O)(=O)c1cnc[nH]1,-4%
O=C(CSC(=S)N1CCSCC1)c1ccc(Cl)cc1,7%
COc1ccc(CN2CCCC(C(=O)c3ccc(Cl)cc3)C2)cc1Cn1cccn1 (stereo not drawn),-10%[57.5 µM]
CC(C)(C)c1cc(C(=O)Nc2cccc3ccccc23)ccn1,-8%
Cc1cccc(CSC(Nc2ccc(F)cc2)=C(C#N)C#N)c1,-2%
N#CCCCn1c(O)c(N=NC(=O)C(O)c2ccccc2)c2ccccc21 (stereo not drawn),-11%[57.5 µM]
O=C(N/N=C\c1ccc(OCC(=O)N2CCCC2)cc1)C(=O)Nc1ccccc1F,0%
O=c1[nH]c(-c2ccccn2)nc(C(F)(F)F)c1Br,-6%
COC(=O)C1=CC(C(=O)c2cccs2)=NN(c2ccc(OC)cc2)C1C(=O)OC (stereo not drawn),-2%
C=C(C)CN=C1NN=C(c2cc(C)n(-c3ccc(C)cc3)c2C)CS1,-9%
CCCOc1ccc(C(=O)O)cc1,-2%[57.5 µM]
C=CCNC(=O)Cc1c(OC)ccc2cc(Br)ccc12,-1%
C=CCc1cccc(/C=N/NC(=O)c2ccccc2Br)c1O,3%[57.5 µM]

A second format for part of the listing above:
CC(=O)NC1C(OCCOc2ccc(Cl)cc2Cl)OC(COC(C)=O)C(OC(C)=O)C1OC(C)=O (stereo not drawn)
  ERK EGF block: -8%[57.5 µM]

O=C(O)C1CCCN(S(=O)(=O)c2ccc(Br)s2)C1 (stereo not drawn)
  ERK EGF block: -3%

COc1ccc(S(=O)(=O)Nc2ccc(O)c(Sc3nc4ccccc4s3)c2)cc1
  ERK EGF block: -3%

O=C(/C=C/c1cccc([N+](=O)[O-])c1)Nc1cccc(NC(=O)c2ccco2)c1
  ERK EGF block: 5%
